# SENP8 block-1 = human SENP8 protease inhibitors, primary screen, biochemical, fluorescence, Nedd8 protein substrate, uHTS | Sentrin-specific protease 8 (Homo sapiens), Q96LD8 | recombinant SENP8 | inhibition, % at 20 µM | 360,000 tested, 0.64% active | AID 602440, 2012; in the data active = inhibition mostly above about 40%, no sharp cut-off; inactive = mostly below about 27%
# SENP6 block = SENP6 protease inhibitors, primary screen, biochemical, luminescence, uHTS | Sentrin-specific protease 6 (Homo sapiens), Q9GZR1 | Recombinant SENP6 catalytic domain, aminoluciferin luminescence | inhibition, % at 10 µM | 330,000 tested, 1.8% active | AID 2599, 2010;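 active = inhibition above about 50% at the single tested dose, limit read from the data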;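 also: plate controls were DMSO wells with enzyme for no effect and DMSO wells lacking enzyme for full effect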
# Target sequence (Q9GZR1 628-1112 limits assumed): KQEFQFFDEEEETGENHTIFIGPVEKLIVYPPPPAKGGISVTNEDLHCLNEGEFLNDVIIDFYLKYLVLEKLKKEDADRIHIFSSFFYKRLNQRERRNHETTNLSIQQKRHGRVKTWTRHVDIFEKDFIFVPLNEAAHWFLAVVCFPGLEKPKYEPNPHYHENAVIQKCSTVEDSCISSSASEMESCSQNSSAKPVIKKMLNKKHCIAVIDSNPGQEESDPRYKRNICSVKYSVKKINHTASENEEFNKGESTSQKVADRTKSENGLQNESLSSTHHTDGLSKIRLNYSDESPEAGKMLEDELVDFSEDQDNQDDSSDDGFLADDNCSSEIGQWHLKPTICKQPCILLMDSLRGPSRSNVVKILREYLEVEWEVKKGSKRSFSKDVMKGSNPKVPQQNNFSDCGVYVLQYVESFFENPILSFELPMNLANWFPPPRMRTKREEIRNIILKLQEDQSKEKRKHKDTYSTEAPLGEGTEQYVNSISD
# SENP7 inh = SENP7 protease inhibitors, primary screen, biochemical, luminescence, uHTS | recombinant SENP7, Z-RLRGG-aminoluciferin luminescence, 40 min | inhibition, % at 5 µM | 330,000 tested, 1.5% active;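 active = inhibition above about 50% at the single test dose, limit read from the data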;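 also: plate controls were DMSO with enzyme for no effect and no enzyme buffer wells for full effect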
# Target sequence (Q9BQF6 706-1050 limits assumed): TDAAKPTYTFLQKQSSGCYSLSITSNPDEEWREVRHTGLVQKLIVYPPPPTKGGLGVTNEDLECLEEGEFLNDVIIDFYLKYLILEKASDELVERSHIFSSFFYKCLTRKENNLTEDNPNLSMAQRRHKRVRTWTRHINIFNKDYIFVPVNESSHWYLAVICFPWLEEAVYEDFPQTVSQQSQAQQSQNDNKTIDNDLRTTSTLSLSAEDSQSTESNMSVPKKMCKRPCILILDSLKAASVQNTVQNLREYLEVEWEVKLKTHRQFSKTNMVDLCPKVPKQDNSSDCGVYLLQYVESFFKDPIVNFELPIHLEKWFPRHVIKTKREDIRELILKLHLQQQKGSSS
# SENP1 inh = human SENP1 catalytic domain inhibitors, primary screen, biochemical, FRET, uHTS; 360,000 tested, 0.21% active; inhibition, % at 10 µM; recombinant SENP1 catalytic domain, CyPet-SUMO1-YPet FRET cleavage;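 active = inhibition at least 30% at 10 µM, raw YFP signal under a set limit, fluorescence ratio 0.5 to 1.5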;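 also: 0% = enzyme with DMSO and 100% = no enzyme wells; some results filed as inactive read as strong as hits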
# Target sequence (Q9P0U3 419-644 limits assumed): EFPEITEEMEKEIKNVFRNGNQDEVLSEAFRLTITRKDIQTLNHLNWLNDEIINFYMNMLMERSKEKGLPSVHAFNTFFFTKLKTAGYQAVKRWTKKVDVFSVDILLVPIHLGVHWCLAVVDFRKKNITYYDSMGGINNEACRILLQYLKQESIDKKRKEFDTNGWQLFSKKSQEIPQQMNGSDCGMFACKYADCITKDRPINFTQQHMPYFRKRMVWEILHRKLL
#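 material = recombinant human SENP1 catalytic domain, His6-tagged | quantity = 20 pM enzyme | reagent = 25 nM SUMO1 FRET substrate | compound dosing = 10 µM single point, 0.5% DMSO | timing = 50 min enzyme reaction, room temperature, light-protected | detection = FRET, CFP and YFP emission | control set = no-enzyme low, enzyme-DMSO high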
# Apaf-1 inh = inhibitors of human Apaf-1 apoptosome, primary screen, biochemical, DEVD-Rh110 fluorescence, uHTS; Apoptotic protease-activating factor 1 (Homo sapiens), O14727; reconstituted apoptosome caspase-3 activity; inhibition, % at 20 µM; 330,000 tested, 0.71% active; AID 489030, 2010; active = inhibition of at least 40% at 20 µM;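 also: plate controls were DMSO wells for no effect and DEVD-CHO caspase inhibitor wells for full effect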
#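 Assay system – apoptosome proteins · Medium – Hepes buffer, pH 7.5 · Also added – cytochrome c with DEVD-Rh110 · Timing – 30 min compound preincubation, 50 min activation, room temperature · Detection – Rh110 fluorescence, excitation 480 nm, emission 540 nm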
# HKDC1 inhibitor = HKDC1 hexokinase inhibitors, primary screen, biochemical, fluorescence, uHTS; inhibition, % at 20 µM; AID 493160, 2011; 340,000 tested, 0.16% active; Q2TB90; recombinant HKDC1, G6PDH/diaphorase resazurin coupled fluorescence;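 active = inhibition above about 35% when tested at 20 µM, limit read from the data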;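 also: plate controls were DMSO wells with enzyme for no effect and DMSO wells lacking enzyme for full effect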
#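 Material – in-house recombinant HK5 (HKDC1) enzyme · Quantity – HKDC1 at 5 µg/mL · Buffer or medium – pH 8.0 Tris buffer with 10 mM MgCl2 · Reagent – glucose with 1 mM ATP · Dosing – single 20 µM dose · Times – reaction time 90 min, room temperature, protected from light · Technique – resorufin fluorescence at 613 nm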
# PfG6PD inh = PfG6PD enzyme inhibitors, primary screen, biochemical, fluorescence intensity, uHTS; inhibition, % at 20 µM; AID 504690, 2011; glucose-6-phosphate dehydrogenase-6-phosphogluconolactonase (Plasmodium falciparum 3D7); PfGluPho enzyme, NADPH resazurin-diaphorase fluorescence; 350,000 tested, 0.78% active;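 active = inhibition reaching at least a set limit at 20 µM in the primary screen, cut at about 59% in these data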;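 also: 0% = DMSO wells with substrate and 100% = DMSO wells lacking glucose-6-phosphate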
# SENP8 block-2 = SENP8 protease inhibitors, primary screen, biochemical, luminescence. purified SENP8, Z-RLRGG-aminoluciferin cleavage. inhibition, % at 10 µM. 330,000 tested, 1.2% active. AID 2540, 2010; in the data active = inhibition above about 50%
# * marks the source's active call; other numbers are inactive results; x = no result given.
SMILES,SENP8 block-1,SENP6 block,SENP7 inh,SENP1 inh,Apaf-1 inh,HKDC1 inhibitor,PfG6PD inh,SENP8 block-2
N#CC(C#N)=C(N)CSc1cccc[n+]1[O-],4,-14,-4,-22,-6,-10,4,-1
O=C(Nc1ccccc1Cl)N1CCN(C/C=C/c2ccccc2)CC1,20,-3,-5,1,3,-4,-10,-3
CC1Cc2ccccc2N1C(=S)NC(=O)C1(C)CC1(Cl)Cl (stereo not drawn),28,4,-2,1,-4,0,-4,-1
Cc1ccc(NS(=O)(=O)Cc2ccccc2)cc1Cl,3,-33,4,0,7,1,6,4
COc1ccc(OCc2cc(C(=O)N3CCCCCC3)no2)c(Cl)c1,2,3,9,2,4,0,-18,-6
COc1ccccc1NS(=O)(=O)c1ccc2oc(SCc3ccc(F)cc3)nc2c1,9,0,-2,2,14,-14,1,-4
Cc1cc(C)n(-c2nc(NCCCO)c3c4c(sc3n2)CCCC4)n1,-44,-8,-16,0,12,5,29,-8
O=C(CO/N=C/c1ccc(OC(F)F)cc1)NCc1ccc(F)cc1,4,-5,-3,0,-2,-6,-5,5
CCOc1cc(N2CCOCC2)c(OCC)cc1NC(=O)Cc1cn2ccsc2n1,17,-3,-1,1,2,-1,39,5
Cc1ccc2c(c1)COc1c3ccc(C(=O)N4CCCCC4)cc3nn1-2,-33,84*,80*,3,12,-3,0,81*
COc1ccc(NS(=O)(=O)c2cc(NC(=O)c3cnccn3)ccc2OC)cc1Br,6,13,6,4,3,-1,-9,1
O=C(CSc1nc2scc(-c3ccco3)c2c(=O)n1-c1ccccc1)NCC1CCCO1 (stereo not drawn),-23,-12,0,-12,18,5,16,-4
CCn1cc(C(=O)NC2CCCCCC2)c2cc(OC)c(OC)cc2c1=O,-7,1,9,1,5,21,30,-6
Cn1cnnc1SCC(=O)Nc1cc(S(=O)(=O)N2CCCCC2)ccc1Cl,5,-35,-1,-1,-9,-4,0,-2
CCn1c(=NC(=O)c2cccc(N3C(=O)CCC3=O)c2)sc2c(C)ccc(OC)c21,-416,-11,-3,1,-7,-7,50,3
Cc1ccc(S(=O)(=O)Nc2cc(C)cn(Cc3ccccc3)c2=O)cc1,-5,-9,1,-42,16,4,6,-3
Cc1nc2nc(SCc3ccc([N+](=O)[O-])cc3)[nH]c2cc1Br,-17,-39,1,3,0,-4,9,-4
O=C1C2C3C=CC(C4CC34)C2C(=O)N1/N=C/c1ccc([N+](=O)[O-])s1 (stereo not drawn),15,-9,-2,3,4,-4,0,-3
CCOc1ccc(-c2nc(CSCC(=O)NC3CCCc4ccccc43)c(C)o2)cc1 (stereo not drawn),6,-13,-1,1,16,7,-18,-5
C=CCSc1nnc(NC(=O)Cc2ccc(OC)c(OC)c2)s1,20,17,-9,1,-1,15,-10,1
CCOC(=O)CCCNC(=O)CCCNC(=O)C(c1ccccc1)c1ccccc1,14,4,-3,1,-6,4,-8,-1
Nc1c(C(=O)N2CCCC2)sc2nc3c(cc12)CCCCCC3,-464,12,0,-79,-3,9,22,-7
CC(=O)N/C(=C\c1ccccc1)C(=O)OCc1ccccc1,4,-9,-5,3,6,-6,6,-19
O=C(O)c1ccc(-c2cccc([N+](=O)[O-])c2)o1,31,-10,-8,-2,-11,-1,1,-9
Cc1ccc(C(=O)Nc2cccc(C(=O)N/N=C/c3ccccc3F)c2)cc1,8,12,7,0,19,1,2,-14
CCC(NC(=O)c1cccc(Cn2nc(C)c([N+](=O)[O-])c2C)c1)c1ccc(C(C)C)cc1 (stereo not drawn),5,-2,12,0,28,2,-10,5
OCCN(Cc1ccccc1)Cc1ccccc1F,18,11,0,0,1,-12,4,9
CCC(C)/C=C/C1=CC2=C(Cl)C(=O)C3(C)OC(=O)C(C(=O)C(C)C(C)O)C3C2=CO1 (stereo not drawn),-91,-13,6,-21,-10,0,-17,-2
COc1cccc(CNC(=O)CN2C(=O)CSc3ccc(S(=O)(=O)N4CCCC4)cc32)c1,-2,-21,-3,0,6,4,-18,-9
O=C(Nc1ccc2oc(-c3ccccc3)nc2c1)c1ccc2c(c1)OCCO2,-291,-3,-5,-1,1,2,5,0
Cc1ccc(C(=O)c2ccccc2C(=O)O)cc1C,19,-6,5,0,-4,-4,9,6
COc1ccc(OCCC(=O)OCC(=O)NCCC2=CCCCC2)cc1,17,-11,2,-1,6,-6,13,3
CCNC(=O)COC(=O)CCC(=O)c1cccs1,15,-38,-9,2,8,7,-9,-6
CCCCCOc1ccc(NS(C)(=O)=O)cc1,16,-2,4,1,8,-2,15,-5
COC(=O)C1=NN(c2ccc(C)cc2)C2(S1)SC(C(C)=O)=C(C)N2c1ccccc1 (stereo not drawn),14,0,7,-2,21,-10,33,0
Cc1noc(C)c1CSCC(=O)Nc1cc(Cl)ccc1N1CCOCC1,-1,-1,2,2,12,-12,-5,-4
Cc1ccccc1/C=N\NC(=O)c1ccc(Cn2cccn2)o1,6,-15,-4,-3,-3,-13,-8,-17
Cc1ccc(S(=O)(=O)N2CCN(C(=O)C3CC(=O)N(c4ccc5c(c4)OCCO5)C3)CC2)cc1 (stereo not drawn),-1,8,-10,1,9,-2,-2,5
O=c1[nH]cnc2cc(-c3ccc(Br)cc3)sc12,-13,40,19,0,-3,-4,-8,11
O=C(O)CSc1nnc(-c2ccc(S(=O)(=O)N3CCCC3)cc2)n1Cc1ccco1,20,-9,-13,1,-1,-9,1,-10
O=C(Nc1cc(Cl)ccc1N1CCOCC1)c1cc2ccccc2o1,-14,-18,1,0,2,-2,53,2
CC1CC1C(=O)OCC(=O)NC(=O)NC12CC3CC(CC(C3)C1)C2 (stereo not drawn),18,-12,-4,4,-2,-4,-1,6
CC1(C)CC(O)(CNCc2ccc3c(c2)OCO3)CCO1 (stereo not drawn),23,-7,-1,2,-1,-4,-6,-3
O=C(COc1ccc(S(=O)(=O)Nc2ccccc2)cc1)NCc1ccccn1,0,2,0,3,3,-5,2,9
Cc1cc(C(=O)Nc2ccc(C#N)cc2)on1,-1,4,-8,1,-1,1,-3,11
O=C(Nc1ccc2c(c1)C(=O)N(CC1CCCO1)C2=O)c1ccccc1Br (stereo not drawn),-298,-3,-16,4,3,-6,-2,-1
Cc1n[nH]c(C)c1S(=O)(=O)N1CCCC(C(=O)O)C1 (stereo not drawn),9,13,0,2,-7,-5,0,0
Cc1onc(-c2ccccc2Cl)c1C(=O)OCC(=O)N1CCC(C)CC1,5,4,1,1,12,-4,8,0
O=C1c2ccccc2C(=O)C1C1=Nc2ccccc2NC(c2ccccc2)C1 (stereo not drawn),x,8,-4,x,8,x,x,0
Cc1cc(NC(=O)OC2CCCCC2)ccc1[N+](=O)[O-],10,19,14,0,17,2,8,14

# Later entries:
SMILES,SENP8 block-1,SENP6 block,SENP7 inh,SENP1 inh,Apaf-1 inh,HKDC1 inhibitor,PfG6PD inh,SENP8 block-2
CC(=O)Nc1ccc(S(=O)(=O)NNC(=O)c2sc(=S)n(C)c2C)cc1,13,1,3,0,2,-10,-2,-3
CC(OC(=O)/C=C/c1ccccc1)C(=O)Nc1cccc(C#N)c1 (stereo not drawn),8,8,-7,2,13,-3,4,1
C=CCc1cccc(C2Nc3ccccc3C(=O)N2O)c1O (stereo not drawn),-50,6,6,-20,-5,-10,-18,-5
CN(C)c1cccc(C(=O)NN2C(=O)NC3(CCCCC3)C2=O)c1,-176,-5,5,-1,-6,-6,6,-3
COc1ccc(-n2ncc3c(N(C)C4CCCCC4)ncnc32)cc1,-166,48,47,1,21,9,28,43
COc1cccc(N2C(=O)CC(N3CCc4ccccc4C3)C2=O)c1 (stereo not drawn),12,0,-1,-2,-12,-4,7,-5
CC(C)c1c(C(=O)N/N=C/c2cccc(OCc3ccc(F)cc3)c2)nnn1-c1nonc1N,8,-13,16,0,15,3,48,-6
CC(Sc1nnnn1-c1ccc(O)cc1)C(=O)NNC(=O)c1ccc(F)cc1 (stereo not drawn),10,-17,0,0,13,-5,-1,-6
O=C(O)c1cccc(-n2cccc2/C=C2/SC(=O)N(CC(=O)N3CCCC3)C2=O)c1,11,-10,-6,-11,8,2,-8,-1
O=C(NC(Cc1c[nH]c2ccccc12)C(=O)O)c1ccc2c(c1)OCO2 (stereo not drawn),7,-4,-9,1,4,0,-19,-5
COc1ccc(NC(=O)CN2C(=O)NC3(CCCC3)C2=O)c(OC)c1,6,-12,6,-1,2,2,-8,3
CCN(CC)/C(=N\S(=O)(=O)c1ccccc1C)c1ccccc1,9,-21,-4,1,-3,-4,-18,3
Cn1cc(C(=O)N/N=C/c2ccc([N+](=O)[O-])cc2)c2ccccc21,28,-9,-1,13,-16,-4,0,9
CCOC(=O)C1=C(C2=CCCCC2)c2ccc(OC)cc2N(S(=O)(=O)C(F)(F)F)C1C(=O)OCC (stereo not drawn),-67,x,3,-15,18,4,20,x
Cc1cc2c(OCC(O)CNC3CCCCC3)cccc2[nH]1 (stereo not drawn),2,-5,3,-4,6,4,-19,-1
NC(=O)c1ccc[n+](CC(=O)OCCC23CC4CC(CC(C4)C2)C3)c1,3,-19,6,4,18,-7,18,-1
CCOc1cc(C=O)ccc1OCC(=O)NC(C)(C)C,-1,-12,-1,2,4,-4,12,2
Cc1nc(C)c(-c2ccc(SCc3ccccc3C)nn2)s1,12,1,13,1,21,0,11,-4
CCOC(=O)COc1cccc2c(=O)n(CC(=O)N3CCCc4ccccc43)ccc12,-59,0,3,1,2,-1,13,6
C#CCOCCOCCOCCNc1nc(N2CCN(C(=O)[C@H]([C@@H](C)CC)n3cc(CCC(=O)O)nn3)CC2)nc(N2CCN(C(=O)[C@H](C)n3cc(CCCN=C(N)N)nn3)CC2)n1,15,-14,-4,3,0,-5,8,-1
CC1(C)Cc2c(c(N3CCOCC3)nc3sc4c(NCc5ccccc5)nnnc4c23)CS1,-75,-11,-4,-28,-2,-4,-6,-4
CC(C)CCOc1ccc(C(=O)NCCC(=O)N2CCOCC2)cc1,4,8,-3,2,-7,-14,-1,-9

# For convenience, some entries already given:
SMILES,SENP8 block-1,SENP6 block,SENP7 inh,SENP1 inh,Apaf-1 inh,HKDC1 inhibitor,PfG6PD inh,SENP8 block-2
Cn1cc(C(=O)N/N=C/c2ccc([N+](=O)[O-])cc2)c2ccccc21,28,-9,-1,13,-16,-4,0,9
CCOC(=O)C1=C(C2=CCCCC2)c2ccc(OC)cc2N(S(=O)(=O)C(F)(F)F)C1C(=O)OCC (stereo not drawn),-67,x,3,-15,18,4,20,x
Cc1cc2c(OCC(O)CNC3CCCCC3)cccc2[nH]1 (stereo not drawn),2,-5,3,-4,6,4,-19,-1
NC(=O)c1ccc[n+](CC(=O)OCCC23CC4CC(CC(C4)C2)C3)c1,3,-19,6,4,18,-7,18,-1
CCOc1cc(C=O)ccc1OCC(=O)NC(C)(C)C,-1,-12,-1,2,4,-4,12,2
